# mABHD4 FP = inhibits mouse alpha/beta hydrolase domain 4 | Q8VD66 | AID 720543 | purified mABHD4, FP-Rh probe fluorescence polarization | 370,000 tested, 0.54% active | inhibition, % at 8.92 µM;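 active means inhibition exceeding the mean over every tested compound plus 3 SD, cut at about 30% in these data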;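 further: 0% = plate median of compound wells and 100% = S159A mutant with DMSO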
#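 Assay system: mouse ABHD4 enzyme, wild type / Also added: fluorescent activity-based probe FP-Rh / Doses: single nominal dose of 8.92 µM, 0.89% DMSO final / Timing: 45 min compound pre-incubation plus 60 min probe step, 25 °C / Signal: FP readout, ex 525 nm / em 598 nm / Control set: S159A mutant/DMSO as 100%, compound-well median as 0%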
# HTRA1 inh = blocks human HTRA1 serine peptidase; 340,000 tested, 0.5% active; AID 504803; inhibition, % at 5.96 µM; recombinant HTRA1, FP-rhodamine activity-based probe, fluorescence polarization; in the data active means inhibition above about 36%;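 further: 0% = enzyme with DMSO and 100% = wells lacking enzyme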
# Target sequence (Q92743 whole entry, looked up): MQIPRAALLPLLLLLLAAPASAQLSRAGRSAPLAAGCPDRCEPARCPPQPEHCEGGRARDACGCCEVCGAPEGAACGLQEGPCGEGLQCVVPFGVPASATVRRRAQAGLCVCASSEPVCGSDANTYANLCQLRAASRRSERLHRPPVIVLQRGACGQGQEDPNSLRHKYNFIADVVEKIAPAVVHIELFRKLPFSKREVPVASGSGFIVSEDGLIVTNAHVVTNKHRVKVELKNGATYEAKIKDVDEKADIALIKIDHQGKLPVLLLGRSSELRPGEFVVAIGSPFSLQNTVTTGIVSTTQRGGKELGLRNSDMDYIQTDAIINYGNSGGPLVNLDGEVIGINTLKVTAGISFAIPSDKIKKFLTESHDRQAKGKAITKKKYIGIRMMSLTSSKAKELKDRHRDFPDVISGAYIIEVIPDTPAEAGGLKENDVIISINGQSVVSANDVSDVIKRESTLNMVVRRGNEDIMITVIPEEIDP
# MBD2 DNA inh = inhibitors of human MBD2 binding to methylated oligonucleotide; TR-FRET; 370,000 tested, 0.31% active; inhibition, % at 4.4 µM; Q9UBB5; in the data active means inhibition above about 13%
# TCR-CD3 inh = blocks the human TCR-CD3 interaction | 360,000 tested, 0.37% active | inhibition, % at 9.4 µM | TAMRA-labeled TCR probe fluorescence, biochemical; in the data active means inhibition above about 19%;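 further: recombinant mutant TCR 2C K166C tagged with TAMRA read by polarization; 0% = receptor in buffer alone and 100% = receptor with positive control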
# SIAE primary = inhibitors of human sialic acid acetylesterase SIAE; SIAE FP-Rh probe binding, fluorescence polarization; AID 1053197; Q9HAT2; 370,000 tested, 0.69% active; inhibition, % at 9.66 µM;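 active means inhibition above a cutoff: mean of compounds within the control limits plus 3 SD of those, cut at about 17% in these data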;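 further: 0% = plate median of compound wells and 100% = probe without SIAE protein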
# GC-B act = GC-B (human) receptor activation; P20594; HEK293-GC-B cells, CNP EC30, cGMP TR-FRET; 0% at EC30 CNP, 100% saturating CNP; activation, % at 10 µM; 370,000 tested, 0.11% active;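 active means activation at 10 µM reaching about 35% in either raw or pattern-adjusted values, limit read from the data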
# rCAG RNA binder = molecules binding r(CAG) RNA repeats; inhibition, % at 3 µM; 370,000 tested, 1.3% active; r(CAG) RNA repeat, TO-PRO-1 dye displacement fluorescence;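 active means inhibition above the plate cutoff, the mean of all test compounds on that plate plus 3 SD, cut at about 35% in these data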;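 further: 0% = DMSO alone and 100% = 100 µM mitoxantrone as full dye displacement; higher means more dye released from RNA so lower well fluorescence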
# PRMT1 FP inh = blocks human protein arginine methyltransferase 1 | Q99873 | recombinant PRMT1, activity-based probe fluorescence polarization | inhibition, % at 2.79 µM | 370,000 tested, 1.3% active | AID 652257;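 active means inhibition above about 21% made by adding two undisclosed values, limit read from the data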
# Target sequence (Q99873 whole entry, looked up): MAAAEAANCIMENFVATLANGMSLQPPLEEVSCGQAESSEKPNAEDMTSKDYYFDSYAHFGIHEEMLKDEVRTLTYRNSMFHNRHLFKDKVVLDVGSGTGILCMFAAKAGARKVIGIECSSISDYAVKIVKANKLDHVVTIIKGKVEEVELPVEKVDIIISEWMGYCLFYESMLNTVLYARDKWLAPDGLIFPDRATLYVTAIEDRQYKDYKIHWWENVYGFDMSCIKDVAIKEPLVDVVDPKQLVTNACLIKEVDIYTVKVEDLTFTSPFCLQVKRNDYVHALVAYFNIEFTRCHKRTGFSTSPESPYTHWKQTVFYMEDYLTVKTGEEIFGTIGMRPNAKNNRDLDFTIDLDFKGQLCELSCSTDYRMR
# TDP2 absorb = blocks human TDP2 phosphodiesterase activity; recombinant TDP2, T5PNP hydrolysis, p-nitrophenol absorbance 415 nm; inhibition, % at 12.8 µM; 370,000 tested, 0.34% active;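 active means inhibition above the mean of all tested compounds plus 3 SD, set per campaign, cut at about 25% in these data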;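 further: 0% = DMSO with enzyme and 100% = buffer with substrate but no TDP2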
#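 System – recombinant human TDP2 · Quantity – TDP2 enzyme at 120 nM final · Doses – single concentration, 12.8 µM nominal, with 1% DMSO · Incubation – 2 h at 37 °C · Measured by – epi absorbance of p-nitrophenol freed from T5PNP by hydrolysis · Read-out – % inhibition relative to enzyme-containing and enzyme-free wells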
# LEDGF integ inh = blocks HIV-1 LEDGF/p75-dependent DNA integration | TR-FRET IN-LEDGF/p75 DNA integration, Eu/Cy5 | inhibition, % at 3.7 µM | 370,000 tested, 0.64% active | AID 743269;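 active means inhibition above the screen-wide mean plus 3 SD, cut at about 13% in these data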;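 further: signal is the Cy5 over europium emission ratio at 671 and 618 nm; 0% = plate median of compound wells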
# * hit, by the source's call; · = not tested or not shown. An excerpt. The share of hits here may be higher or lower than overall.
nr | SMILES | mABHD4 FP | HTRA1 inh | MBD2 DNA inh | TCR-CD3 inh | SIAE primary | GC-B act | rCAG RNA binder | PRMT1 FP inh | TDP2 absorb | LEDGF integ inh
1 | CCCOC1CCCN(C(=O)CCc2nnc(CCCCc3ccccc3)o2)C1 (stereo unspecified) | 7 | 5 | 3 | -4 | 1 | -3 | -11 | 1 | -5 | 5
2 | COc1ccc(Cn2nc(C)cc2C)cc1OC | -6 | 4 | 6 | 3 | 1 | 1 | 0 | 3 | -5 | -3
3 | CN(C(=O)COC(=O)c1ccc(Cl)c(N)c1)c1ccccc1 | -2 | · | 2 | 3 | 6 | 2 | 3 | -2 | 0 | 12
4 | COc1cccc(C(=O)Nc2nnc(-c3ccc(F)cc3)o2)c1 | -6 | 11 | 2 | 1 | 0 | 2 | 5 | 4 | 5 | 2
5 | O=C(O)c1cc(S(=O)(=O)Nc2ccc3c(c2)OCCO3)c(Cl)cc1Cl | 0 | 1 | -7 | 7 | 3 | 3 | 3 | -3 | -5 | 1
6 | O=C(Nc1ccc(S(=O)(=O)Nc2ncccn2)cc1)C(F)(F)F | 5 | 3 | -1 | -4 | 3 | 12 | 0 | -4 | 4 | 0
7 | CCCC(=O)NC1=C(C#N)C2(CCCC2)Cc2ccccc21 | -2 | -2 | -1 | -2 | -5 | 3 | -2 | 2 | -3 | 4
8 | Cc1ccc([C@@H]2[C@@H]3C(=O)N(c4ccccc4)C(=O)[C@@H]3[C@]3(C)C(=O)N(Cc4ccccc4)CC(=O)N23)o1 | -3 | -4 | 2 | 3 | 0 | -3 | -2 | 0 | 4 | -3
9 | COc1ccccc1/C=C\C(=O)NCC(=O)N/N=C/c1ccc(O)cc1O | -1 | -5 | -1 | 3 | 8 | -1 | 13 | -1 | -5 | 16*
10 | CC1CCC(NC(=O)CCS(=O)(=O)c2ccc3c(c2)NC(=O)CO3)CC1 (stereo unspecified) | -6 | 0 | 2 | -6 | 5 | 0 | 1 | -2 | -1 | 2

# Looked up one by one from above (5):
nr | SMILES | mABHD4 FP | HTRA1 inh | MBD2 DNA inh | TCR-CD3 inh | SIAE primary | GC-B act | rCAG RNA binder | PRMT1 FP inh | TDP2 absorb | LEDGF integ inh
4 | COc1cccc(C(=O)Nc2nnc(-c3ccc(F)cc3)o2)c1 | -6 | 11 | 2 | 1 | 0 | 2 | 5 | 4 | 5 | 2
9 | COc1ccccc1/C=C\C(=O)NCC(=O)N/N=C/c1ccc(O)cc1O | -1 | -5 | -1 | 3 | 8 | -1 | 13 | -1 | -5 | 16*
8 | Cc1ccc([C@@H]2[C@@H]3C(=O)N(c4ccccc4)C(=O)[C@@H]3[C@]3(C)C(=O)N(Cc4ccccc4)CC(=O)N23)o1 | -3 | -4 | 2 | 3 | 0 | -3 | -2 | 0 | 4 | -3
10 | CC1CCC(NC(=O)CCS(=O)(=O)c2ccc3c(c2)NC(=O)CO3)CC1 (stereo unspecified) | -6 | 0 | 2 | -6 | 5 | 0 | 1 | -2 | -1 | 2
2 | COc1ccc(Cn2nc(C)cc2C)cc1OC | -6 | 4 | 6 | 3 | 1 | 1 | 0 | 3 | -5 | -3

# Returning to the listing, starting two compounds before the break.
nr | SMILES | mABHD4 FP | HTRA1 inh | MBD2 DNA inh | TCR-CD3 inh | SIAE primary | GC-B act | rCAG RNA binder | PRMT1 FP inh | TDP2 absorb | LEDGF integ inh
9 | COc1ccccc1/C=C\C(=O)NCC(=O)N/N=C/c1ccc(O)cc1O | -1 | -5 | -1 | 3 | 8 | -1 | 13 | -1 | -5 | 16*
10 | CC1CCC(NC(=O)CCS(=O)(=O)c2ccc3c(c2)NC(=O)CO3)CC1 (stereo unspecified) | -6 | 0 | 2 | -6 | 5 | 0 | 1 | -2 | -1 | 2
11 | O=C(COC(=O)/C=C/c1cccc(C(F)(F)F)c1)NC1CCCCCC1 | 2 | 3 | 9 | -3 | 3 | 0 | -1 | 2 | 1 | -5
12 | O=C(CN1C(=O)c2ccccc2S1(=O)=O)Nc1ncc([N+](=O)[O-])s1 | 2 | 2 | -8 | -2 | 1 | 4 | 3 | 4 | 9 | 2
13 | CC(C)n1c2ccccc2c2nnc(SCC(=O)OCN3C(=O)c4ccccc4C3=O)nc21 | 2 | 12 | 1 | -1 | -2 | 2 | 0 | 2 | 3 | -1
14 | CCC1=Nc2cc(C(=O)NCCCN3CCOCC3)ccc2Sc2ccccc21 | 4 | -2 | 8 | 0 | -3 | 3 | -4 | 0 | -7 | 2
15 | O=C(Nc1ccc(N2CCCC2)cc1)c1ccc(Br)o1 | 8 | 25 | -1 | -2 | 8 | 6 | 2 | 0 | -1 | -4
16 | O=C(Oc1ccc(Cl)cc1)c1ccc2nccnc2c1 | -1 | -1 | 0 | 2 | -1 | -6 | -1 | 3 | 0 | -2
17 | COc1ccc2c(c1OC)C(=O)OC2 | -6 | -16 | 6 | -3 | 5 | -3 | 0 | -2 | -9 | -2
18 | O=C(CSc1ccc(-c2ccco2)nn1)NCc1ccc(F)cc1 | -14 | 3 | -4 | 6 | 2 | 4 | 2 | 9 | 6 | 0
19 | CCc1c(C(=O)Nc2ccccc2C(N)=O)csc1C | 0 | 0 | -4 | 1 | 3 | 4 | 1 | 2 | 14 | -2
20 | O=C(N/N=C\c1ccc(F)cc1)c1ccc(F)cc1 | 0 | -5 | 4 | 6 | -2 | -2 | 4 | 4 | 6 | -3
21 | CCn1cc(/C=N\NC(=O)c2c[nH]c3ccccc23)c(C)n1 | 0 | 10 | 2 | 5 | 2 | -2 | 0 | -1 | -5 | 0
22 | CC(C)(C)OC(=O)N1CCCC1C(=O)NC(Cc1ccccc1)C(=O)O (stereo unspecified) | -2 | 2 | 4 | -1 | 6 | -3 | -2 | -4 | -4 | -3
23 | COc1cc(CNS(=O)(=O)c2ccc3c(c2)CC(C)N3C(=O)C2CCC2)cc(OC)c1OC (stereo unspecified) | 2 | 7 | -7 | 12 | 5 | -6 | -2 | 1 | 9 | 3
24 | CC(=O)Nc1nc(C)c(CCC2OCCO2)c(=O)[nH]1 | 4 | 6 | 6 | 6 | -5 | 4 | -3 | -5 | 1 | 3
25 | Cc1ccc(C)c(C(=O)CSc2nnc(C)s2)c1 | 1 | -4 | -8 | 5 | -3 | -4 | -3 | 1 | -3 | 1
26 | Cc1ccc(CONC(=O)c2ccc(C)cc2)cc1 | 6 | 5 | 4 | -4 | -1 | 1 | 0 | 2 | 0 | -2
27 | O=C(NCc1ccccc1Cl)C1CCCN(C(=O)Nc2ccc(F)cc2)C1 (stereo unspecified) | -8 | -7 | -1 | -11 | 0 | -1 | 0 | -4 | -16 | 5
28 | COc1ccc(CN(CCC(C)C)S(=O)(=O)c2ccccc2Br)c(OC)c1 | -7 | -24 | -2 | 2 | -7 | -2 | 4 | -1 | -4 | 5
29 | COc1ccc([C@@H]2CC(=O)[C@@H]3CN(S(=O)(=O)c4ccc(C)cc4)[C@H](c4ccccc4)C[C@@H]3N2S(=O)(=O)c2ccccc2)cc1 | 2 | · | 6 | 2 | -8 | -1 | 12 | 4 | 4 | -2
30 | O=C(Nc1ccc(N2CCCC2)cc1)c1ccc(Br)cc1 | 5 | 36 | 2 | -8 | -3 | 0 | 6 | 8 | -17 | -2
31 | COc1cc(S(=O)(=O)N2CCN(C)CC2)ccc1Cl | 5 | -3 | 1 | 1 | 1 | 0 | -3 | -1 | -3 | -2
32 | Cn1c(=O)c(S(=O)(=O)C(C)(C)C)c(O)c2ccccc21 | 8 | 9 | 7 | -6 | 2 | 3 | -3 | 9 | 1 | 0
33 | NC(=O)c1nnn(-c2cccc(C(F)(F)F)c2)c1-c1ccccc1 | 3 | -3 | -2 | -2 | 2 | 2 | 3 | -1 | -12 | 2
34 | Cc1c(C)c2c(OCC(=O)N[C@@H](Cc3ccccc3)C(=O)O)cc3c(c2oc1=O)CCC(C)(C)O3 | -3 | -19 | -1 | 2 | -10 | 2 | 45* | -2 | 1 | 0
35 | COc1ccc(N2C(=O)CC(SCc3ccc(Cl)cc3)C2=O)cc1 (stereo unspecified) | 0 | -6 | 5 | 1 | -8 | 4 | -4 | 8 | 5 | -1
36 | O=S(=O)(Nc1ccccc1Cl)c1cc(NC(=S)NCCN2CCOCC2)ccc1Cl | -3 | 1 | 2 | 0 | 7 | -3 | 27 | -3 | 8 | 2
37 | CC(CC(=O)N1CCN(c2ccccc2)CC1)S(=O)(=O)c1ccc2c(c1)NC(=O)CS2 (stereo unspecified) | -4 | 4 | -2 | 5 | -4 | 3 | -1 | 2 | 12 | -1
38 | O=C(c1n[nH]c(=O)c2ccccc12)N1CCN(Cc2ccc3c(c2)OCO3)CC1 | 1 | 2 | 3 | -3 | -4 | 0 | -6 | 0 | -1 | -6
39 | CC1(C)CC(=O)c2c(oc3cc(O)c(O)cc23)C1 | 22 | 10 | -2 | 1 | 2 | -4 | 2 | 12 | -4 | -3
40 | Cc1ccccc1CN(c1ccc(C(=O)N2CCCC2)cc1)S(C)(=O)=O | -1 | 1 | 0 | 8 | -7 | 4 | -6 | 1 | 7 | -1
41 | O=C(/C=C/Nc1ccccc1)C(F)(F)F | -6 | 0 | 2 | -5 | -9 | 2 | -1 | 8 | -8 | -1
42 | O=C(CCNC(=O)c1ccc([N+](=O)[O-])cc1)NNC(=O)c1ccncc1 | 1 | -3 | 3 | 7 | -6 | 5 | 4 | 4 | -3 | -1
43 | CCC(C)c1ccc(OCC(=O)Nc2ccc3[nH]c(=O)[nH]c3c2)cc1 (stereo unspecified) | -18 | -9 | 2 | 4 | -2 | 6 | -2 | -1 | 6 | -1
44 | COc1cc(NC(=S)NCCCN(C)C)c(OC)cc1NC(=O)c1ccco1 | -1 | 4 | 1 | -9 | 12 | -4 | -3 | 2 | 2 | -3
45 | Cc1ccc(NC(=O)Cn2cccc2C2=NC(c3ccccc3)CO2)c(C)c1 (stereo unspecified) | 6 | -1 | 4 | 2 | -11 | 6 | -3 | 1 | -6 | -2
46 | O=C(NCCCn1ccnc1)/C(=C\c1ccc(Br)cc1)NC(=O)c1ccccc1F | 6 | 0 | -2 | 6 | 2 | -2 | -5 | -4 | 4 | -1

# Assay outcomes from PubChem BioAssay.
